All columns: NCI-60 one-dose screen, growth in % after 48 h at 10 µM unless noted; 100 = growth as untreated, 0 = no growth, -100 = all killed.
TK-10 – TK-10 renal cancer cells. 3.9% of 81,000 active. AID 1794769; active = growth percent below 10
* hit, by the source's call; & = joins results of further samples; ! = a repeat was not active; [ ] = another dose, or the depositor's remark. A portion of the library (hit frequency here may not be typical).

1: CN(C)c1ccc(C(Cc2ccccc2)C2NC(=S)NC2=O)cc1 (stereo unspecified)
  TK-10 = 52&70[100 µM]
2: CC(=O)C1=C(C)N2C(=NC3=C(CCc4ccccc43)C2c2ccc(Cl)cc2)S1 (stereo unspecified)
  TK-10 = 35&73[100 µM]
3: COC(=O)C(=O)C(C(=O)C(N)=O)c1nc2ccc(C(=O)c3ccccc3)cc2[nH]c1=O (stereo unspecified)
  TK-10 = 23&78[100 µM]
4: Cc1ccc(C(=O)Nc2ccc(CP(=O)(O)O)cc2CP(=O)(O)O)cc1NC(=O)Nc1cc(C(=O)Nc2ccc(CP(=O)(O)O)cc2CP(=O)(O)O)ccc1C
  TK-10 = 105&99[100 µM]
5: COc1ccc2c3c(c(=O)n(C)c2c1OC)C=CC(C)(C)O3
  TK-10 = 8.9*![100 µM]
6: CC(C)/C(Cl)=N\OC(=O)NNc1ccccc1
  TK-10 = 106&97[100 µM]
7: NC1=NN(c2ccccc2)C2(O)c3ccncc3C3=NN(c4ccccc4)C(=O)C132 (stereo unspecified)
  TK-10 = 102&112[100 µM]
8: C=CCNC1=C2C[C@@H](C)C[C@@H](OC)[C@@H](OC(=O)CCCN)[C@H](C)/C=C(\C)[C@@H](OC(N)=O)[C@H](OC)/C=C\C=C(/C)C(=O)NC(=CC1=O)C2=O
  TK-10 = -99*[100 µM]
9: C/C=C/COc1cc(NC(=S)c2ccoc2C)ccc1OC
  TK-10 = 45&55[100 µM]
10: Cc1ccc(NC(=O)/C(=N\NC(N)=O)c2c(O)c3ccccc3[nH]c2=O)cc1
  TK-10 = 118&123[100 µM]
11: C=CCn1c2c(c3ccccc3c1=O)C(=O)c1ccccc1-2
  TK-10 = -36*![100 µM]
12: CCOC(=O)/C(C#N)=C(/NNc1ccccc1)c1ccncc1C(=O)O
  TK-10 = -58*![100 µM]
13: C=C1C(=O)OC2CC1C(OC(=O)/C=C/c1ccccc1)C/C(C)=C/CC/C(C)=C/CCC2(C)O (stereo unspecified)
  TK-10 = -84*[100 µM]
14: COC(=O)C(C(=O)C(=O)Nc1c(C)cccc1C(C)(C)C)c1nc2ccc(Cl)cc2[nH]c1=O (stereo unspecified)
  TK-10 = 105&141[100 µM]
15: O=C1C2=Cc3ccccc3OC2(O)Oc2ccccc21 (stereo unspecified)
  TK-10 = 108&126[100 µM]

Random excerpt: two compounds from above.
1: CN(C)c1ccc(C(Cc2ccccc2)C2NC(=S)NC2=O)cc1 (stereo unspecified)
  TK-10 = 52&70[100 µM]
4: Cc1ccc(C(=O)Nc2ccc(CP(=O)(O)O)cc2CP(=O)(O)O)cc1NC(=O)Nc1cc(C(=O)Nc2ccc(CP(=O)(O)O)cc2CP(=O)(O)O)ccc1C
  TK-10 = 105&99[100 µM]

(further entries)
16: COc1ccccc1-c1n[nH]c(-c2ccccc2O)n1
  TK-10 = 33&84[100 µM]
17: N#Cc1ccccc1NC(=O)/C(=N\NC(=O)c1ccncc1)C(c1cnc2ccc([N+](=O)[O-])cc2n1)[N+](=O)[O-] (stereo unspecified)
  TK-10 = 11&133[100 µM]
18: Cc1cc(N(CCC#N)CCC#N)ccc1/C=N/NC(=O)c1cc(Cl)ccc1O
  TK-10 = 12&77[100 µM]
19: Nc1cc2c3c(cccc3c1)C(=O)N(c1ccc(OCCN3CCCC3)cc1)C2=O
  TK-10 = -100*![100 µM]
20: C=CC(COC(=O)C(C)(C)OC(C)=O)c1ccc(OC(=O)C(C)C)c(OC)c1 (stereo unspecified)
  TK-10 = -93*[100 µM]
21: COc1ccc(C)cc1NC(=S)C#N
  TK-10 = 36&112[100 µM]
22: c1ccc2c(c1)nnn2C1CCCCO1 (stereo unspecified)
  TK-10 = 94&87[100 µM]
23: CCOC(=O)CCC(NC(=O)c1ccc(OCc2nc3cc(C(F)(F)F)ccc3nc2-c2ccccc2)cc1)C(=O)OCC (stereo unspecified)
  TK-10 = 15&84[100 µM]
24: NC(=S)Nc1[nH]c(=S)nc2c1SC1=N/C(=C\c3ccco3)C(=O)N12
  TK-10 = 26&75[100 µM]
25: CCOc1cc2c(cc1O)/C(=N\N)C[C@@H]1[C@@H]2CC[C@]2(C)[C@@H](O)CC[C@@H]12
  TK-10 = -97*![100 µM]
26: Cc1ccc(NC(=S)C#N)c(C)c1
  TK-10 = 43&93[100 µM]
27: COC(=O)C1CC23CCCN4CCC5(c6ccccc6N(C=O)C15CC2)C43 (stereo unspecified)
  TK-10 = 97&96[100 µM]
28: C=C1CC(OC(C)=O)/C=C(/C)CCC(C(C)(C)O)CC1O (stereo unspecified)
  TK-10 = 101&108[100 µM]
29: C=C1C(=O)C2=CC1CCC(=O)C1(C)CCC(OC(C)=O)C(C)(C)C1CC2O (stereo unspecified)
  TK-10 = -90*[100 µM]
30: CCOc1ccc(NC(=O)C(=O)C2C(=O)Nc3ccccc3S2=O)cc1 (stereo unspecified)
  TK-10 = 97&150[100 µM]

31: CC(=O)c1cc2c(s1)C(=O)c1sccc1C2=O
  TK-10 = -100*[100 µM]
32: CC#CC#C/C=C1/C=CC2(CCCCO2)O1 (stereo unspecified)
  TK-10 = -42*![100 µM]
33: N#Cc1nc(-c2ccccc2C(=O)O)oc1N
  TK-10 = 113&116[100 µM]
34: CC1CC2(OC2C)C(=O)OC2CCN(C)C/C=C(/COC(=O)C1(C)O)C2=O (stereo unspecified)
  TK-10 = 101&97[100 µM]
35: N#CC1(C#N)NC(c2cccnc2)C(C#N)(C#N)NC1c1cccnc1 (stereo unspecified)
  TK-10 = 110&93[100 µM]
36: N#CC12COC3(CCCCC3C1(C#N)C#N)OC2=N (stereo unspecified)
  TK-10 = 41[100 µM]
37: N#Cc1nc(/C=C/c2cccnc2)oc1N
  TK-10 = 79&106[100 µM]
38: CCC(c1ccc(OC)cc1)C1NC(=S)NC1=O (stereo unspecified)
  TK-10 = 101&80[50 µM]
39: CCO/C=N/C1=C(C#N)SC2=N/C(=C\c3ccccc3)C(=O)N21
  TK-10 = 90&74[100 µM]
40: Cc1ccc2c(/C=C/c3ccc(N(C)C)cc3)ccc(C(C)C)cc1-2
  TK-10 = -33*![100 µM]
41: Nc1ncnc2c1ncn2-c1ccc([N+](=O)[O-])cn1
  TK-10 = 95&105[100 µM]
42: CCCCCCCCCC(O)CC(=O)c1c(O)cccc1O (stereo unspecified)
  TK-10 = 1.0*[100 µM]
43: C/C=C1\C(=O)OC2CCN3CCC(COC(=O)C(C)(O)C(C)C1O)C23 (stereo unspecified)
  TK-10 = 94&102[100 µM]
44: CN(C)c1ccc(/C=N/n2c(-c3ccccc3)nc3ccccc3c2=O)cc1
  TK-10 = 30&101[100 µM]
45: COC(=O)/C=C\C(C#N)(C#N)N=Cc1ccsc1
  TK-10 = -84*[100 µM]

46: Cc1c(-c2nc(N)c(C#N)c(N)c2C#N)c(=O)oc2ccccc12
  TK-10 = 16&123[100 µM]
47: COC(=O)C1CCC(=O)N1CN(C(C)=O)c1ccccc1Cl (stereo unspecified)
  TK-10 = 105&76[100 µM]
48: CC1(O)CC23CC1CCC2(C)C12CCCC(C)(C(=O)O1)C2CC3O (stereo unspecified)
  TK-10 = 95&107[100 µM]
49: CCCc1n[nH]c(=O)n1N1C(=O)C=CC1=O
  TK-10 = 113&106[100 µM]
50: COC(=O)[C@H](Cc1c[nH]c2ccccc12)NP(=O)(O)OCC1C=CC(n2cc(C)c(=O)[nH]c2=O)O1 (stereo partly specified)
  TK-10 = 96&118[100 µM]

As a short view, part of the list above:
32: CC#CC#C/C=C1/C=CC2(CCCCO2)O1 (stereo unspecified)
  TK-10 = -42*![100 µM]
33: N#Cc1nc(-c2ccccc2C(=O)O)oc1N
  TK-10 = 113&116[100 µM]
34: CC1CC2(OC2C)C(=O)OC2CCN(C)C/C=C(/COC(=O)C1(C)O)C2=O (stereo unspecified)
  TK-10 = 101&97[100 µM]
35: N#CC1(C#N)NC(c2cccnc2)C(C#N)(C#N)NC1c1cccnc1 (stereo unspecified)
  TK-10 = 110&93[100 µM]
36: N#CC12COC3(CCCCC3C1(C#N)C#N)OC2=N (stereo unspecified)
  TK-10 = 41[100 µM]
37: N#Cc1nc(/C=C/c2cccnc2)oc1N
  TK-10 = 79&106[100 µM]
38: CCC(c1ccc(OC)cc1)C1NC(=S)NC1=O (stereo unspecified)
  TK-10 = 101&80[50 µM]
39: CCO/C=N/C1=C(C#N)SC2=N/C(=C\c3ccccc3)C(=O)N21
  TK-10 = 90&74[100 µM]
40: Cc1ccc2c(/C=C/c3ccc(N(C)C)cc3)ccc(C(C)C)cc1-2
  TK-10 = -33*![100 µM]
41: Nc1ncnc2c1ncn2-c1ccc([N+](=O)[O-])cn1
  TK-10 = 95&105[100 µM]
42: CCCCCCCCCC(O)CC(=O)c1c(O)cccc1O (stereo unspecified)
  TK-10 = 1.0*[100 µM]
43: C/C=C1\C(=O)OC2CCN3CCC(COC(=O)C(C)(O)C(C)C1O)C23 (stereo unspecified)
  TK-10 = 94&102[100 µM]
44: CN(C)c1ccc(/C=N/n2c(-c3ccccc3)nc3ccccc3c2=O)cc1
  TK-10 = 30&101[100 µM]
45: COC(=O)/C=C\C(C#N)(C#N)N=Cc1ccsc1
  TK-10 = -84*[100 µM]
46: Cc1c(-c2nc(N)c(C#N)c(N)c2C#N)c(=O)oc2ccccc12
  TK-10 = 16&123[100 µM]
47: COC(=O)C1CCC(=O)N1CN(C(C)=O)c1ccccc1Cl (stereo unspecified)
  TK-10 = 105&76[100 µM]
